Screening data (PubChem BioAssay)
IMPase Li inh: IMPase inhibition in cells with lithium potentiation; CHO-M1 cells, IP1 TR-FRET (IP-One), carbachol + lithium; 210,000 compounds, 0.35% hits; Potency, µM (doses to about 59.4 µM), without a hit: top-dose activity, negative = IMPase inhibition, usual class: inhibitors;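 note: IP1 builds up when IMPase is blocked and the TR-FRET signal falls; plate controls were basal vehicle for no effect and high inhibitor control for full effect; nearly all actives have a fitted effect of over 50% in size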
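Lithium-sensitised IP1 accumulation assay; M1-expressing CHO cells treated 30 min at 37C with compound. Competitive antibody detection by time-resolved FRET followed a 10 min room-temperature lysis step.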
GAA spleen mod: inhibitors or activators of human alpha-glucosidase in spleen homogenate | P10253 | Potency, µM (titrated, usually from 79.9 µM), for the others: at the top dose activity change, negative = inhibition, usual class: inhibitors | AID 2112 | 240,000 compounds, 0.006% hits | human spleen homogenate, 4-MU-alpha-glucoside fluorescence;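 note: 0% = enzyme with vehicle and -100% = no enzyme basal signal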
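Enzyme source: human spleen homogenate, 1 ug/well. Buffer 50 mM citric acid/K phosphate pH 5.0, 0.01% Tween-20. 4-MU-alpha-glucoside 1 mM; 37 C x 40 min; NaOH/glycine stop; fluorescence.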
GAA glycogen mod: alters human alpha-glucosidase cleavage of glycogen; P10253; recombinant GAA, glycogen substrate, Amplex Red glucose oxidase fluorescence; Potency, µM (doses to about 76.4 µM), for inactives: at the top dose activity change, negative = inhibition, usual class: inhibitors; 300,000 compounds, 0.38% hits;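 note: 0% = full enzyme reaction and -100% = no-enzyme basal signal; the screen sought inhibitors and activators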
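Recombinant enzyme (4 nM final) with compounds titrated up to 77 uM and bovine liver glycogen (30 ug) in citrate pH 5.0, 0.01% Tween-20, 37 C 40 min. Released glucose detected by Amplex Red/glucose oxidase (Ex 573/Em 610); AC50 from Hill fits.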
HTT aggregate: reduces HttQ103-GFP aggregates in PC12 cells. PC12 HttQ103-GFP aggregates, Acumen cytometry, 40 h. Potency, µM (highest dose often 46.1 µM), for inactives: at the highest dose activity change, negative = inhibition, usual class: inhibitors. 220,000 compounds, 1.1% hits. AID 1688; note: % is set by controls: 0 for no effect and ±100 for the full control effect; nearly all actives have a fitted effect of over 60% in size
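Aggregates are detected as GFP objects 1–25 µm with signal 6 STDEV over background in lysates of induced PC12 cells. These carry Huntingtin exon 1 with 103 glutamines fused to GFP under an ecdysone promoter; compounds titrated.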
GAA inh: inhibitors of human lysosomal alpha-glucosidase; AID 1466; Potency, µM (highest dose often 76.9 µM), inactives show at the highest dose activity change, negative = inhibition, hits mostly inhibitors; 200,000 compounds, 0.005% hits; purified human GAA, 4-MU-alpha-glucoside fluorescence; P10253;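 note: plate controls were uninhibited enzyme wells for no effect and no-enzyme background for full effect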
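AC50 values come from Hill fits of compound titrations (up to 77 uM) against 4 nM human enzyme. Substrate 4-methylumbelliferyl-alpha-D-pyranoside at 400 uM, pH 5.0 citrate buffer, 20 min room temperature; fluorescence Ex 365/Em 440 after alkaline stop.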
RGS12 GoLoco inh: inhibitors of human Gai1-RGS12 GoLoco interaction (red fluorophore) | P63096 | Potency, µM (highest dose often 61.6 µM), for the others: at the highest dose activity, negative = inhibition, hits mostly inhibitors | Gai1:RGS12 GoLoco peptide FP, rhodamine, 10 min | 230,000 compounds, 0.44% hits | AID 880; active = well fitted inhibition curve with a large enough effect, not every such curve was filed as active; inactive = no such curve, though single readings can be large or run the other way; note: % is set by controls: 0 for no effect and ±100 for the full control effect; nearly all actives have a fitted effect of over 30% in size; many of its hits are not listed in these tables
Target sequence (P63096 whole entry, looked up): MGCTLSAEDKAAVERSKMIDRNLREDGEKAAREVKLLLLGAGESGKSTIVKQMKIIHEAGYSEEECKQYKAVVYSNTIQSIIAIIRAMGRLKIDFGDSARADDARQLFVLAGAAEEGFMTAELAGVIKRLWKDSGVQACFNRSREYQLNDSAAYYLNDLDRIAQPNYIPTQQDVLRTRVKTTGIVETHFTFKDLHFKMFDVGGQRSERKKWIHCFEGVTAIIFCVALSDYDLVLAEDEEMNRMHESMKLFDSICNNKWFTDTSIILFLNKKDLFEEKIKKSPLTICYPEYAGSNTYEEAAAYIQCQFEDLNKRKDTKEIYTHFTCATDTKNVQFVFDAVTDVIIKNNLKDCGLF
HTT cytoprotect: Huntington cell model cytoprotection by ATP luminescence. Potency, µM (highest dose often 56.4 µM), for the others: cytoprotection (ATP increase), most hits filed as activators. 230,000 compounds, 0.14% hits. PC12 HTT-Q103 induced, cytoprotection, ATP luminescence, 40 h. AID 1471;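 note: % of control where 0% means no effect; nearly all actives have a fitted effect of over 45% in size; toxic huntingtin expression switched on by the ecdysone agonist tebufenozide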
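Compounds added alongside 100 nM tebufenozide, which induces toxic Q103 huntingtin exon 1-GFP in stable PC12 cells; surviving cells quantified by luminescent ATP measurement. Medium: phenol red-free DMEM, 5% equine and 5% calf serum.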
Active calls of the source: *; ? = inconclusive; · = no result given; & = joins results of further samples; [ ] = remark or other dose. Unless noted, calls come from the whole dose curve; as a rule, active = well fitted curve in the direction sought with a large enough effect; inconclusive = small, poorly fitted or top-dose-only effect, or another doubt; inactive = no such curve, though single readings can be large; an effect the other way counts as inactive or inconclusive. Potency is the fitted concentration of half-maximal effect. The list is partial; the hit share may differ from the screen's.

SMILES	IMPase Li inh	GAA spleen mod	GAA glycogen mod	HTT aggregate	GAA inh	RGS12 GoLoco inh	HTT cytoprotect
CCOCCCNC(=O)COc1ccc(OC)cc1	-3.3%[38.3 µM]	-3.2%	-3.0%	6.2%[9.22 µM]	-8.3%	0.9%	7.7%
CCN(Cc1ccccc1)CC(O)COc1ccccc1 (centres undefined)	14.7%[38.3 µM]	-6.8%	-3.4%	11.6%	-4.9%	-3.3%	2.4%
Nc1c(N(CCO)C(=O)C2CCCCC2)c(=O)[nH]c(=O)n1Cc1ccccc1	·	3.8%	11.3%	-6.7%[9.22 µM]	·	28.0%	-4.5%[10 µM]
Cc1cc(C(=O)Nc2nc3ccc(S(C)(=O)=O)cc3s2)c(C)o1	23.3%[38.3 µM]	-6.3%	-4.5%	-2.8%	-5.8%	29.1%	-40.5%[inhibitor]
O=C(COc1ccc2c(c1)C(=O)CC1(CCCCC1)O2)NCc1ccccc1	-4.3%[38.3 µM]	0.3%	3.0%	-6.2%	?	2.0%	-13.9%
O=C(NCCCN1CCCC1=O)c1cc2c(s1)CCCCC2	·	3.7%	6.7%	-28.7%[9.22 µM]	·	3.7%	-6.5%[10 µM]
CN(C)S(=O)(=O)c1ccc2nnn(OCC(=O)NC34CC5CC(CC(C5)C3)C4)c2c1	3.3%	2.7%	1.4%	7.7%	-6.1%	-2.6%	8.7%[10 µM]
Cc1ccc(OCCNC(=O)C2CC(=O)N(c3ccc(C)cc3)C2)cc1 (centres undefined)	3.0%[38.3 µM]	-0.1%	-9.4%	8.2%	-1.4%	0.8%	11.6%[10 µM]
COCCCNC(=S)NNC(=S)Nc1ccccc1	·	-1.9%	6.26µM*	11.6%[9.22 µM]	-2.2%	24.4%	20.2%[10 µM]
O=C(CN1C(=O)NC2(CCCCC2)C1=O)Nc1ccc(N2CCOCC2)cc1	-7.3%	-9.0%	-0.1%	11.1%	3.2%	5.9%	-10.1%[10 µM]
Cc1ccc(N(CC(=O)NCc2ccccc2Cl)S(=O)(=O)c2cccs2)cc1	35.8%[38.3 µM]	0.8%	1.0%	-5.2%	-3.0%	-0.6%	29.0%
O=C1NC(=S)CN1c1ccccc1	·	-5.8%	?	-1.6%[9.22 µM]	·	-7.7%	15.4%[10 µM]
CC(=O)Nc1cccc(-c2csc(Nc3cccc(C)n3)n2)c1	-1.1%[38.3 µM]	-1.8%	-8.2%	-19.5%	-6.6%	3.7%	-74.6%[inhibitor]
COc1ccccc1N1CCN(C(=O)C(F)F)CC1	-4.2%[38.3 µM]	7.0%	0.5%	-16.0%	-0.1%	4.8%	-4.7%
Cc1ccc(NC(=O)C2CCCN2S(=O)(=O)c2ccc3c(c2)n(C)c(=O)c(=O)n3C)cc1C (centres undefined)	3.1%	5.2%	-6.2%[76.3 µM]	-19.7%	-7.1%	-7.0%	·
Cc1nn2c(N)c(C#N)cnc2c1-c1ccccc1	5.0%	1.7%	-2.8%	-19.2%	-5.9%	9.8%	11.9%[1.9 µM]
COc1cc(OC)cc(C(=O)OCC(=O)Nc2ccc(N3CCCCC3)cc2)c1	11.4%[38.3 µM]	3.0%	1.0%	28.0%	-1.1%	17.8µM*	-10.4%
Brc1csc(/C=N/Nc2nc3ccccc3s2)c1	17.2%	-1.7%	?	-4.5%	-2.3%	20.7%	-14.9%[10 µM]
Cc1ccc(C(C(=O)NC2CCCCC2)N(Cc2ccco2)C(=O)Cn2cnc3ccccc32)cc1 (centres undefined)	20.2%	-4.5%	1.1%	10.0%	-7.6%	7.6%	8.3%[10 µM]
Cc1[nH]c2ccccc2c1C(=O)CN1CCCCC1C (centres undefined)	14.1%[38.3 µM]	1.3%	28.9%	27.6%[9.22 µM]	-2.5%	39.5%	12.0%
CCOCCCn1c(=NC(=O)c2cccs2)c(C#N)cc2c(=O)n3cccc(C)c3nc21	·	?	-0.4%	-0.4%[9.22 µM]	·	4.5%	-13.8%[10 µM]
COc1ccc(C)cc1NC(=O)C(OC(=O)CNC(=O)c1cc(C)cc(C)c1)c1ccccc1 (centres undefined)	2.5%	3.6%	-11.0%	4.8%	-5.0%	5.0%	-20.1%[10 µM]
CC(/C=C/c1ccc2c(c1)OCO2)=N/NC(=O)c1ccc(C)nc1	14.4%	-4.1%	-7.3%	14.6%	-6.9%	-24.6%	-11.4%[1.9 µM]
O=C(Nc1ccc(Cl)cc1)Nc1nnc(CSCc2ccccc2)s1	5.1%	-3.4%	10.6%	-25.1%	3.8%	1.7%	18.2%[10 µM]
CCOc1ccc(C2C(C#N)=C(N)Oc3cc(C)oc(=O)c32)cc1 (centres undefined)	-1.9%	0.0%	5.4%	·	-1.6%	14.0%	·
CC(C)CO	5.9%	-4.9%	·	·	·	17.6%	-20.3%
CCCC1(c2ccccc2)NC(=O)N(CC(=O)Nc2cc(C)on2)C1=O (centres undefined)	4.4%	2.3%	7.0%	11.7%	3.5%	-0.1%	8.4%[10 µM]
Cc1ccc(S(=O)(=O)N2CCCCC2C(=O)Nc2nncs2)cc1 (centres undefined)	·	-0.3%	5.3%	12.7%[9.22 µM]	?	-7.8%	28.4%[10 µM]
O=[N+]([O-])c1cc(S(=O)(=O)Nc2ccc(Cl)cc2)ccc1N/N=C/c1ccncc1	11.7%	0.5%	22.0%	-6.0%	3.9%	-5.1%	·
COc1ccc(CCCC(=O)O)c(C)c1	6.8%&10.0%	2.9%	1.7%	19.9%	4.2%	3.6%[14.2 µM]	5.3%&-3.7%[10 µM]
Cc1ccc(S(=O)(=O)Nc2ccccc2C(=O)NCc2cccnc2)cc1	3.6%	3.1%	-10.2%	5.0%[9.22 µM]	·	3.4%	-11.3%[10 µM]
CNC(=O)NC(=O)COC(=O)CCCSc1nc2ccccc2s1	0.4%	-0.1%	6.2%	-3.2%	3.5%	4.8%	10.4%[10 µM]
Cc1nnc(SCC(=O)N(Cc2ccccc2)C(C)C)n1-c1ccccc1	21.7%[38.3 µM]	6.1%	9.9%	0.2%	0.3%	4.5%	6.0%
CCOc1cccc(=O)c2c(C)n(Cc3ccccc3)c(C)c12	6.3%	-4.7%	-6.1%	·	10.7%	14.5%	·
Cc1c(O)ccc(NC(=O)/C=C/c2ccccc2)c1C	9.7%	6.8%	?	-15.3%	-3.6%	13.5%	-13.1%
O=C(O)/C=C/C(=O)Nc1ccc(F)cc1F	-16.3%[38.3 µM]	-4.7%	1.3%	8.2%	4.3%	-0.2%	5.3%
CCCCCCn1c(C)nc2c(c1=O)c1nc3ccccc3nc1n2/N=C/c1ccco1	31.2%[38.3 µM]	1.3%	8.4%	23.9%	-8.1%	76.5%[activator]	-30.6%
COc1ccc(C2CC(c3cccs3)=NN2C(=O)CN2CCCCC2)cc1 (centres undefined)	11.4%	-2.4%	9.3%	3.0%	-4.7%	3.5%	·
O=C(c1ccccc1)N1CCN(S(=O)(=O)N2CCCCC2)CC1	12.6%[38.3 µM]	1.2%	4.2%	-19.3%	-8.4%	7.1%	9.0%
Cc1cccc(CSc2nnc(C)c(=O)n2N)c1	5.9%	-4.7%	-2.6%	6.7%	-2.5%	-8.9%	22.6%[10 µM]
COc1ccc(OC)c(S(=O)(=O)Nc2ccccc2C(=O)O)c1	-6.3%	-7.6%	2.7%	-9.5%	7.7%	10.1%	9.5%[10 µM]
CC(C)(C)C(=O)C(Cc1ccccc1Cl)n1cncn1 (centres undefined)	39.7%[activator][38.3 µM]	9.2%	-8.4%	-24.6%	-3.1%	1.8%	13.7%
N#Cc1nc(-c2ccco2)oc1N1CCN(c2ccccc2)CC1	10.0%[38.3 µM]	3.6%	-9.1%	-7.1%	?	4.0%	-28.9%
COc1ccc(NC(=O)CN(C)CC(=O)Nc2cccc(C(F)(F)F)c2)cc1	-1.8%	2.7%	-2.4%	12.3%	-8.3%	13.3%	-30.0%[10 µM]
C=CCn1c(SCCC)nc(O)cc1=O	16.7%[38.3 µM]	3.0%	4.0%	-4.0%	-2.2%	7.0%	11.8%
O=S(=O)(Nc1ncccc1O)c1ccc(Cl)cc1	13.0%[38.3 µM]	6.9%	-9.6%	-21.1%	-6.9%	-3.7%	6.5%[0.074 µM]
CSc1nnc(-c2ccc(C(F)(F)F)nc2C)o1	·	-11.2%	-2.0%	20.7%[9.22 µM]	·	5.7%	19.2%[10 µM]
Cn1c(CNc2ccc(F)cc2)nnc1SCC(=O)NNC(=O)Cc1ccccc1	1.0%	-9.3%	-20.6%	·	?	10.6%	·
Clc1ccc(-c2csc3ncnc(N4CCc5ccccc5C4)c23)cc1	6.3%	-2.5%	8.0%	?	-25.6%	-1.7%	5.5%[10 µM]
Nc1nc(CN2CCN(Cc3ccccc3)CC2)nc(Nc2ccccc2)n1	0.8%[38.3 µM]	-8.1%	5.9%	7.6%	-0.3%	5.6%	-30.9%
CCCCCCCCOC(=O)/C=C/c1c(C)[nH]c(=O)[nH]c1=O	11.1%	-5.9%	6.9%	?	0.5%	3.3%	42.4%[10 µM]
CC(C)OC(=O)CSc1nc(Cc2ccccc2)nc2ccccc12	7.6%	-0.6%	0.4%	2.0%[9.22 µM]	0.8%	8.7%	11.4%[10 µM]
CN(CCN1CCOCC1)Cc1nc(-c2ccc3c(c2)OCO3)no1	16.6%	3.3%	2.3%	22.9%[9.22 µM]	?	14.7%	24.8%[10 µM]
CC1(C)Cc2c(ccc3ccccc23)-c2nnc(-c3cccnc3)n21	-10.3%[38.3 µM]	4.4%	-5.2%	-10.0%	11.9%	3.5%	-0.4%
COc1ccc(/C=N/N=C2/NC(=O)C(CC(=O)O)S2)cc1OCc1ccccc1Cl (centres undefined)	-1.1%	-7.4%	8.3%	-18.5%	0.1%	5.9%	16.1%[10 µM]

Results in GAA spleen mod (four entries from above):
SMILES,GAA spleen mod
COc1ccc(C2CC(c3cccs3)=NN2C(=O)CN2CCCCC2)cc1 (centres undefined),-2.4%
O=C(c1ccccc1)N1CCN(S(=O)(=O)N2CCCCC2)CC1,1.2%
Cc1cccc(CSc2nnc(C)c(=O)n2N)c1,-4.7%
COc1ccc(OC)c(S(=O)(=O)Nc2ccccc2C(=O)O)c1,-7.6%
